Compound activity deposited in PubChem BioAssay by National Center for Advancing Translational Sciences (NCATS).
KB-3-1 cytotox: kills parental KB-3-1 adenocarcinoma cells | AID 1347075 | KB-3-1 viability, CellTiter-Glo ATP luminescence, 72 h | 400,000 compounds, 1.4% hits | Potency, µM (top dose mostly 46.1 µM), without a hit: at the highest dose activity change, negative = cytotoxic, actives largely listed as cytotoxic; also: % is scaled to controls: 0 for no effect and ±100 for the full control effect; nearly all actives have a fitted effect of over 60% in size
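72 h, 37 °C compound treatment of KB-3-1 parental cells; CellTiter-Glo added, 10 min, luminescence read. Data corrected against DMSO-only plates and normalized before curve fitting.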
GLP1R cytotox: cytotoxicity in counter-screen for GLP-1R inverse agonists. HEK293 cAMP-luciferase reporter cells, luminescence, 24 h. Potency, µM (titrated, usually from 38.3 µM), for the others: top-dose activity change, negative = inhibition, actives largely listed as inhibitors. 410,000 compounds, 0.13% hits;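 also: loss of luciferase light is scored as toxicity; % is scaled to controls: 0 for no effect and ±100 for the full control effect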
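MLSMR compounds, 24 hr on cells at 37 deg C/5% CO2; luminescence after luciferase reagent (12 min RT). Inhibition counted as the undesired cytotoxic outcome.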
GLP-1R agonist: agonists of human GLP-1 receptor | Potency, µM (series often up to 45.6 µM), inactives show top-dose activation, usual class: activators | 380,000 compounds, 0.007% hits | HEK293 GLP-1R CRE-luciferase, luminescence, 4-6 h; cells express a hypersensitive GLP-1R form | AID 624172 | P43220; also: % of control where 0% means no effect
Target sequence (P43220 whole entry, looked up): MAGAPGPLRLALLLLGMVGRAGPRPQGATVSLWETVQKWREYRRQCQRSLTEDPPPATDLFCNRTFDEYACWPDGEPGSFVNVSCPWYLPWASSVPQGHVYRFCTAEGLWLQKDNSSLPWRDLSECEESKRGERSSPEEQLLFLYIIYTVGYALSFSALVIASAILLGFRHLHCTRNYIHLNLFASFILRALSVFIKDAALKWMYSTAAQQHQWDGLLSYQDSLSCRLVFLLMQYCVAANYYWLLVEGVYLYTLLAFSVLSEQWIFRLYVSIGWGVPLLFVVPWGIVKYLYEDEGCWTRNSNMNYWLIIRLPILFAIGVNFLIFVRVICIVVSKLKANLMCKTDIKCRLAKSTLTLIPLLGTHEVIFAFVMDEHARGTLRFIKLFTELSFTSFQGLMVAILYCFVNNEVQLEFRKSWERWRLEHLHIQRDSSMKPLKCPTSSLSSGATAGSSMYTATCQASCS
TDP43 rescue: rescues yeast growth from TDP-43 toxicity. Potency, µM (top dose mostly 46.1 µM), for the others: at the highest dose growth rescue (activation), most hits filed as activators. AID 652104. 410,000 compounds, 1.8% hits. TDP-43 expressing yeast growth rescue, BacTiter-Glo, 24 h; also: % of control where 0% means no effect; nearly all actives have a fitted effect of over 50% in size
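In this qHTS, compounds that restore growth of yeast expressing TDP-43 appear as activators. Cells (OD600=0.02, galactose medium, raffinose-pregrown) are incubated with compound 24 hr at 30 deg C and growth is quantified by BacTiter-Glo.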
HT1080 IDH1KD tx: HT-1080 IDH1 knockdown cell toxicity (counter line); HT-1080 IDH1 knockdown viability, ATP luminescence, 48 h; Potency, µM (highest dose often 46.1 µM), without a hit: at the highest dose activity, negative = toxicity, actives largely listed as cytotoxic; 360,000 compounds, 2% hits; AID 686971;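 also: 0% = DMSO wells and -100% = cell-free medium wells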
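Knockdown cells (IDH1KD HT-1080) received compounds 2 h after plating at 750 cells/well and were kept 48 h at 37 °C in 5% FBS RPMI. A CellTiter-Glo luminescence read gave % activity for curve fitting.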
SW480 rereplic: DNA re-replication induction in SW480 cells; 340,000 compounds, 1.8% hits; SW480 DNA re-replication, Hoechst DNA content imaging, 48 h; AID 624297; Potency, µM (titrated, usually from 46.1 µM), for inactives: top-dose re-replication activation, most hits filed as activators; also: % of control where 0% means no effect; nearly all actives have a fitted effect of over 55% in size
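SW480 cells exposed to compounds for 48 hr at 37 C, 5% CO2, then Hoechst-stained 40 min. Nuclear DNA content imaged by fluorescence scanning (405 nm excitation, 500-530 nm emission); re-replication scored as increased high-intensity nuclei.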
GLP-1R inv ag: GLP-1 receptor (human) inverse agonism; Potency, µM (titrated, usually from 38.3 µM), for the others: top-dose activity change, negative = inhibition, actives largely listed as inhibitors; 410,000 compounds, 1.6% hits; HEK293 GLP-1R CRE-luciferase, luminescence, 24 h; GLP-1R form is constitutively active; AID 624417; also: % is scaled to controls: 0 for no effect and ±100 for the full control effect; nearly all actives have a fitted effect of over 55% in size
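Inverse agonism was detected as reduced cAMP-driven luciferase luminescence after 24 h compound treatment. The cells were HEK293 clones expressing constitutively active human GLP-1R with the reporter. Reporter-only and GPR119 cell lines served as counterscreen controls.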
KB-V1 MDR tox: kills drug-selected multidrug resistant KB-V1 cells. Potency, µM (titrated, usually from 46.1 µM), for the others: top-dose activity change, negative = cytotoxicity, hits mostly cytotoxic. 400,000 compounds, 3.4% hits. AID 1347076. KB-V1 MDR cells viability, CellTiter-Glo, 72 h; also: % is scaled to controls: 0 for no effect and ±100 for the full control effect; nearly all actives have a fitted effect of over 60% in size
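Cells of the MDR subline KB-V1 are plated, dosed with compound at multiple concentrations, and incubated 72 h at 37 degrees C; CellTiter-Glo is then added and luminescence read after 10 min.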
HT1080-NT tox: kills 2HG-producing HT-1080-NT fibrosarcoma cells; HT-1080-NT fibrosarcoma viability, CellTiter-Glo ATP luminescence, 48 h; Potency, µM (series often up to 46.1 µM), inactives show at the top dose activity, negative = less viability, most hits filed as cytotoxic; 360,000 compounds, 1.6% hits;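 also: NT is the 2HG producing partner of a matched IDH1 knockdown line; 0% = DMSO-treated cells and -100% = media-only wells without cells; nearly all actives have a fitted effect of over 55% in size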
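750 cells/well, RPMI + 5% FBS; 2 h settle, compound pin-transfer, 48 h at 37 degrees C. CellTiter-Glo 10 min RT, luminescence. Normalized to DMSO and media-only wells.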
* = called active by the depositor; u = inconclusive; x = not tested or not shown; [ ] = dose if it differs, or a comment. Calls follow the shape of the dose curve; as a rule, active = well fitted curve in the direction sought with a large enough effect; inconclusive = small, poorly fitted or top-dose-only effect, or another doubt; inactive = no such curve, though single readings can be large; an effect the other way counts as inactive or inconclusive. Potency is read from the fitted curve at half-maximal effect.

SMILES	KB-3-1 cytotox	GLP1R cytotox	GLP-1R agonist	TDP43 rescue	HT1080 IDH1KD tx	SW480 rereplic	GLP-1R inv ag	KB-V1 MDR tox	HT1080-NT tox
O=C(Cn1c(NCCO)nc2ccccc21)NCCc1ccc(F)cc1	13%	-3%	3%	-2%	-4%[9.24 µM]	0%	-6%	-11%	-5%
CSc1nc2ncnc(N)c2[nH]1	0%	6%	-1%	0%	1%	-11%	37%[activator]	19%	18%
COc1ccc(Cc2nnc(SCC(=O)Nc3ccc(C)cc3)n(N)c2=O)cc1	18%	0%	-11%	25%	0%	0%	-9%	-2%	7%
N#C/C(=C/c1ccccc1[N+](=O)[O-])c1nnc2n1CCCCC2	5%	-25%	-3%	3%	18%	-3%	-4%	0%	17%
C=CCC[C@@H](CCCCC)OC(=O)/C=C/[C@@H](O)[C@H](O)C[C@@H](O)CC=C	-17%	1%	18%	21%	-23%	x	u	u	-23%
Cc1nn(-c2ccc(C(=O)O)cc2)c(C)c1Oc1ccccc1O	1%	-9%	6%	-17%	-2%	-3%	-118%	-4%	-3%
COc1ccccc1CNC(=O)C1(C)CCCCN1C (stereo not given)	0%	0%	-1%	-6%	10%	x	-19%	16%	12%
CCn1nc(C)c(CN2CCC(n3nccc3NC(=O)c3ccccc3OC)CC2)c1C	x	-4%	-2%	9%	2%	0%	2%	x	0%
O=C(Nc1ccccc1F)N(CCCN1CCOCC1)Cc1cc2cc3c(cc2[nH]c1=O)OCCO3	-3%	-18%	9%	-32%[inhibitor]	u	1%[9.22 µM]	53%[activator]	-9%	-27%
CC[C@]12c3[nH]c4cc(-c5ccco5)ccc4c3CCN1C(=O)[C@@H](CC(=O)NCc1ccc(OC)c(OC)c1)C[C@@H]2C(=O)N1CCN(C(=O)C2CC2)CC1	17%	1%	7%	16%	1%	-10%[9.22 µM]	11%	-14%	9%
O=C(COC(=O)c1cc([N+](=O)[O-])ccc1N1CCOCC1)Nc1cc(F)ccc1F	-4%	-16%	34%	-2%	-2%	-7%	20%	1%	1%
Cc1cccc2nc(-c3cccc(NC(=O)c4ccc(Cl)cc4)c3)cn12	-1%	u	-1%	0%	-23%	-7%	u	u	-23%
O=C1C(NS(=O)(=O)c2ccc(Br)cc2)=C(N2CCCCC2)C(=O)c2ccccc21	-13%	u	-2%	-10%	-16%	-2%	u	-12%	u
NC(=O)CSc1nnc(NC(=O)c2ccc(S(=O)(=O)N3CCOCC3)cc2)s1	-54%	-1%	3%	6%	4%	-16%	-23%	-60%	1%
CCC(CO)Oc1cc(NC(=O)c2ccccc2Cl)c2ncn(C(C)C)c2c1 (stereo not given)	0%	-14%	10%	16%	-4%	-1%	-5%	-5%	-4%
Oc1ccccc1C=NN=CC=Cc1ccccc1	7%	1%	-1%	23%	u	-4%	11%	-3%	22%
O=[N+]([O-])c1cccc(OCC(O)CN2CCN(S(=O)(=O)c3cc(Cl)ccc3Cl)CC2)c1 (stereo not given)	-1%	3%	21%	-4%	u	3%	u	u	-7%
COc1ccc(NC(=O)C2CSC(C)(C)N2C=O)cc1 (stereo not given)	6%	5%	2%	1%	11%	9%	2%	0%	4%
CCCCNC(=O)c1c(CSc2ccc(Cl)cc2)noc1C(=O)NCc1ccccc1	0%	-1%	7%	17%	2%	12%	u	-15%	0%
COc1ccc(C(=O)/C=C/c2ccc(N3CCCCC3)c([N+](=O)[O-])c2)cc1	u	-21%	-4%	24%	3%	u	u	u	-2%
O=C(COc1ccc(Cl)cc1)NCC(c1ccco1)S(=O)(=O)c1ccc(F)cc1 (stereo not given)	0%	0%	x	25%	x	x	-11%	1%	x
CCOC(=O)c1cccc(NC(=O)Nc2ccc3c(c2)C(=O)OC3)c1	2%	0%	9%	-10%	25%	-114%[inhibitor]	9%	-6%	17%
CN(C)C(=O)c1ccc(SC(=S)NCc2ccccc2)cc1	6.5µM*	3%	0%	u	1%	x	10%	u	u
N#Cc1ccccc1COC(=O)c1cccnc1N	-1%	-1%[7.66 µM]	2%	0%	-6%	0%	0%[7.66 µM]	u	-5%
CCN(CC)C(=O)c1ccc(S(=O)(=O)NCc2cccnc2)cc1	-22%	19%	0%	-8%	0%	-4%	15%	u	-1%

In a second layout: entries from further up.
Molecule,KB-3-1 cytotox,GLP1R cytotox,GLP-1R agonist,TDP43 rescue,HT1080 IDH1KD tx,SW480 rereplic,GLP-1R inv ag,KB-V1 MDR tox,HT1080-NT tox
NC(=O)CSc1nnc(NC(=O)c2ccc(S(=O)(=O)N3CCOCC3)cc2)s1,-54%,-1%,3%,6%,4%,-16%,-23%,-60%,1%
COc1ccc(Cc2nnc(SCC(=O)Nc3ccc(C)cc3)n(N)c2=O)cc1,18%,0%,-11%,25%,0%,0%,-9%,-2%,7%
O=C(Nc1ccccc1F)N(CCCN1CCOCC1)Cc1cc2cc3c(cc2[nH]c1=O)OCCO3,-3%,-18%,9%,-32%[inhibitor],u,1%[9.22 µM],53%[activator],-9%,-27%

Carrying on:
SMILES	KB-3-1 cytotox	GLP1R cytotox	GLP-1R agonist	TDP43 rescue	HT1080 IDH1KD tx	SW480 rereplic	GLP-1R inv ag	KB-V1 MDR tox	HT1080-NT tox
C#CCNC(=O)C[C@@H]1C[C@@]2(C(=O)OC)CCCCC=C2N(Cc2ccc3c(c2)OCO3)C1=O	-4%	-1%	x	22%	-3%	x	-10%	-27%	1%
CC(=O)c1cccc(NS(=O)(=O)c2cc(-c3onc(C)c3C)ccc2C)c1	15µM*	-14%	x	11%	x	x	u	u	x
COCCN(C(=O)COC(=O)C1CCCCC1)c1c(N)n(Cc2ccccc2)c(=O)[nH]c1=O	13%	-6%	-4%	9%	1%	x	0%	23%	1%
CCOCCCNc1nc2c(C)cccn2c(=O)c1/C=C1\SC(=S)N(C(C)CC)C1=O (stereo not given)	-1%	-19%	3%	5%	u	-2%	11%	u	24%
O=C(Cc1ccc(Cl)cc1)Nc1ccc2oc(-c3ccc(F)cc3)nc2c1	4%	-4%	x	9%	x	x	-7%	2%	x
NS(=O)(=O)c1ccc(CCNC(=O)c2ccc3ccccc3n2)cc1	u	21%	7%	-18%	3%	0%	-1%	-26%	-11%
NC1=NC(=Nc2ccccc2)c2ccccc21	-9%	-17%	0%	-3%	u	-1%[9.22 µM]	30%[activator]	2%	u
CCCCOc1ccc(CON(C(C)=O)C(C)=O)cc1Cl	3%	-2%	17%	12%	-5%	-4%	u	-16%	-5%
CCN(c1ccc2c(c1)OCO2)S(=O)(=O)c1cc(Br)cc2c1N(C(=O)C1CC1)CC2	u	13%	3%	-5%	-3%	8%	u	5.2µM*	4%
O=[N+]([O-])c1ccc(NS(=O)(=O)N2CCOCC2)cc1	18%	-28%	-2%	18%	1%	-6%	23%	6%	6%
CCCCN(CCCC)CCNC(=O)Cn1nc(C)n2c(cc3sccc32)c1=O	8%	5%	x	10%	x	x	2%	-8%	x
c1ccc(-c2ccc(-c3nc(-c4ccncc4)no3)cc2)cc1	3%	1%	0%	-7%	u	15%	6%	u	0%
C=C(C)C(=O)OCC(O)COc1ccc(C(C)(C)c2ccc(OCC(O)COC(=O)C(=C)C)cc2)cc1 (stereo not given)	0%	7%	7%	0%	u	18%	u	u	u
O=C(CSCCO)Nc1ccc(C2CCCCC2)cc1	-4%	4%	-3%	7%	-2%	0%	3%	-4%	4%
Cc1cc(NC(=O)COC(=O)C2CCC(=O)N2)c([N+](=O)[O-])cc1C (stereo not given)	-2%	2%	5%	-4%	-2%	-6%	19%	-9%	-1%
O=C(NCc1ccccn1)[C@@H]1CCCN1C(=O)[C@@H]1CCCN1C(=O)c1c(F)cccc1F	11%	3%	11%	21%	1%	x	12%	22%	17%
Cc1ccc(S(=O)(=O)N(CC(=O)N2CCCCCC2)c2ccccc2F)cc1	12%	3%	-1%	-8%	-3%	1%	-30%	0%	3%
O=C(CC1SC(N2CCCCC2)=NC1=O)Nc1cccc(C(=O)Nc2ncccc2O)c1 (stereo not given)	u	4%	8%	-7%	-15%	-59%[inhibitor]	142%[activator]	0%	-15%
CC(C)c1ccc(C(=O)Nc2nnc(S(=O)(=O)N3CCOCC3)s2)cc1	0%	-22%	1%	18%	-20%	0%	18%	1%	-9%
COC(=O)c1cccc(NC(=O)CC2NCCNC2=O)c1 (stereo not given)	-3%	1%	-5%	-10%	-3%	-5%	8%	6%	-8%
COc1cc(C(=O)Nc2ccc3c(c2)CCN3C(C)=O)cc(OC)c1OC	3.3µM*	u	u	0%	2.6µM*	u	u	u	u
CCCC1CCC(=NNC(=O)CNc2ccc(OC)cc2)CC1 (stereo not given)	1%	20%	-1%	-7%	-6%	15µM*	0%	-4%	-4%
O=c1[nH]c2ccccc2c(O)c1-[n+]1ccccc1	-10%	-4%	0%	-20%	-2%	-15%	2%	u	-1%
O=C(COC(=O)CC1CC2CCC1C2)Nc1ccccc1Cl (stereo not given)	-12%	2%	9%	-40%[inhibitor]	14%	-1%	-10%	-3%	2%
COC(=O)c1cc(NC(=O)CSc2nnc(CN3CCOCC3)n2C)ccc1Cl	5%	-3%	-8%	-2%	-1%	-3%	9%	1%	6%
Cc1ccccc1-c1ccc(C=Nc2c(C)n(C)n(-c3ccccc3)c2=O)o1	19%	-12%	-2%	0%	19%	-7%	u	3%	16%
COc1ccc(C(=O)NN2C(=O)C3C(c4ccccc4)C=CC(c4ccccc4)C3C2=O)cc1 (stereo not given)	15%	-3%	-17%	14%	6%	0%	u	17%	11%
CCCOc1ccc(/C(O)=C2/C(=O)C(=O)N(CCCn3ccnc3)C2c2ccc(C)o2)cc1 (stereo not given)	10%	6%	3%	30%	7%	-5%	7%	4%	11%
COc1nn(CC(=O)N2N=C(C(F)F)CC2(O)C(F)F)cc1[N+](=O)[O-] (stereo not given)	10%	-5%	-7%	15%	-2%	-9%	19%	-1%	3%
Cc1ccc(-n2ncc3c2CCCC3NC(=O)CSc2ccccn2)cc1C (stereo not given)	-9%	14%	4%	u	-7%	1%	u	0%	-18%
